GAA spleen mod: qHTS Assay for Inhibitors and Activators of Human alpha-Glucosidase From Spleen Homogenate | human spleen homogenate, 4-MU-alpha-glucoside fluorescence | Potency, µM (titrated, usually from 79.9 µM), for inactives: at the top dose activity change, negative = inhibition, hits mostly inhibitors | 240,000 compounds, 0.006% hits | AID 2112, 2009;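 note: 0% = enzyme with vehicle and -100% = no enzyme basal signal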
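AC50 values come from Hill-equation fits of concentration-response data, normalized to no-enzyme and full-activity controls. Enzyme source: 1 ug human spleen homogenate; 1 mM fluorogenic 4-MU glucoside, pH 5.0 citrate buffer, 37 C, 40 min.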
aGal spleen mod: qHTS Assay for Inhibitors and Activators of Human alpha-Galactosidase From Spleen Homogenate; Alpha-galactosidase A (Homo sapiens), P06280; human spleen homogenate, 4MU-alpha-Gal fluorescence, 40 min; Potency, µM (doses to about 80 µM), inactives show at the highest dose activity change, negative = inhibition, actives largely listed as inhibitors; 240,000 compounds, 0.008% hits; AID 2107, 2009;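 note: 0% = enzyme with vehicle and -100% = no enzyme basal signal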
Target sequence (P06280 32-429 limits assumed): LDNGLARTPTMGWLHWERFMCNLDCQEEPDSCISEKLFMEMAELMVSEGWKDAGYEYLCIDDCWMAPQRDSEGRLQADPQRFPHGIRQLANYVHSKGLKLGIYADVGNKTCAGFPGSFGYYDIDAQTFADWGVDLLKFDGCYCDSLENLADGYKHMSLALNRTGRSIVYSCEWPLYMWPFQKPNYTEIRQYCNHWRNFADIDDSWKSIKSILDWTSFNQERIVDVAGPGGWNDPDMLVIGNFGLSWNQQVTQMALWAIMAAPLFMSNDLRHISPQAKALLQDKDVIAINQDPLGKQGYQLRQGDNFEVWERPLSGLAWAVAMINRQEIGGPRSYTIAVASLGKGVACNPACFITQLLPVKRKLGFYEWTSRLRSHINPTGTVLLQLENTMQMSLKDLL
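qHTS titration in buffer at pH 5.0. Alpha-galactosidase activity in spleen homogenate was measured via 4-methylumbelliferone release from 1 mM fluorogenic substrate after 40 min at 37C and a pH 10 stop. AC50 came from Hill fits of control-normalized data.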
HTT cytoprotect: qHTS Multiplex Assay to Identify Dual Action Probes in a Cell Model of Huntington: Cytoprotection (ATP) | PC12 HTT-Q103 induced, cytoprotection, ATP luminescence, 40 h | Potency, µM (doses to about 56.4 µM), for inactives: cytoprotection (ATP increase), usual class: activators | AID 1471, 2008 | 230,000 compounds, 0.14% hits;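 note: % of control where 0% means no effect; nearly all actives have a fitted effect of over 45% in size; toxic huntingtin expression switched on by the ecdysone agonist tebufenozide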
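Cells were plated at 1500 per well in phenol red-free DMEM with 5% equine and 5% calf serum. Tebufenozide (100 nM final) and compounds were added, then ATPlite reagent, and luminescence was read.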
An asterisk follows results filed as active; u = inconclusive; & = joins results of further samples; [ ] = another dose, or the depositor's remark. Calls come from the whole dose curve; as a rule, active = well fitted curve in the direction sought with a large enough effect; inconclusive = small, poorly fitted or top-dose-only effect, or another doubt; inactive = no such curve, though single readings can be large; an effect the other way counts as inactive or inconclusive. Potency is the fitted concentration of half-maximal effect. Only part of the results is shown; the hit share may differ from the screen's.

SMILES | GAA spleen mod | aGal spleen mod | HTT cytoprotect
CC(=O)c1cc(C)oc1C | 9% | 6% | -63%[inhibitor]
N#CCc1ccccc1[N+](=O)[O-] | -4% | 1% | 17%
CC(=O)O[C@@H]1CC(C)=C2[C@H]1[C@H](C)CC[C@H]2/C=C(\C)C(=O)O | -6% | -11% | 0%
CCCCC(CC)COC(=O)COc1ccc(Cl)cc1Cl (stereo not drawn) | -5% | -1% | 5%
Cc1noc(C)c1-c1cncnc1Nc1ccccc1 | 12% | 8% | 8%
O=C1O[C@@H]([C@@H](O)CO)[C@@H](O)[C@H]1O | -11%[29.1 µM] | -4%[29.1 µM] | 6%
C=Cc1ccc(C=C)cc1 | 16% | 18% | 0%
O=C(/C=C/c1ccc(O)c(O)c1)OC1C[C@](O)(C(=O)O)C[C@@H](O)[C@H]1O (stereo partly drawn) | -9%&-11% | -15%&4% | -11%&1%
Cn1c(=O)c(-c2cc(F)cc(F)c2)nc2cnc(Oc3cccc(Cl)c3)nc21 | 5% | 2% | 9%
O=C(c1cccc(F)c1)N1CCC2(CCCN(c3ccccn3)C2)CC1 | 2% | 2% | 4%
CN(C)c1ncc2nc(-c3cccc(C#N)c3)c(=O)n(C[C@H]3CCCO3)c2n1 | -5% | u | -43%[inhibitor]
O=C(c1cccc(F)c1)N1CCC2(CC1)CN(C(c1ccccc1)c1ccccc1)C2 | 3% | -13% | -4%
CC(C)CN1CC2(CCN(S(=O)(=O)c3ccccc3)CC2)C1 | 2% | 7% | 25%
COC(=O)N1CCC[C@@]2(CCN(Cc3cc(C(F)(F)F)cc(C(F)(F)F)c3)C2)C1 | 11% | -3% | 4%
COc1ccccc1CNc1cc(-c2cccc(C#N)c2)ncn1 | 5% | 6% | -16%
O=C(Nc1ccccc1)N1CC2(CCN(C(=O)c3cccc(F)c3)CC2)C1 | -2% | 3% | 1%
CCOc1ccccc1N | 4% | -2% | 4%
O=C(c1ccncc1)N1CCC2(CC1)CN(c1cccc(-c3ccccc3)c1)C2 | 1% | 14% | -147%[inhibitor]
O=C(c1cnccn1)N1CCC[C@@]2(CCN(c3ccccc3)C2)C1 | -7% | -2% | 17%
O=C(c1ccncc1)N1CCC[C@@]2(CCN(c3ncccn3)C2)C1 | -1% | 5% | -2%
CN[C@@H](CC(C)C)C(=O)N[C@@H]1C(=O)N[C@H](CC(N)=O)C(=O)N[C@@H]2C(=O)N[C@H]3C(=O)N[C@H](C(=O)N[C@H](C(=O)O)c4cc(O)cc(O)c4-c4cc3ccc4O)[C@H](O)c3ccc(c(Cl)c3)Oc3cc2cc(c3O[C@H]2O[C@@H](CO)[C@@H](O)[C@@H](O)[C@@H]2O[C@@H]2C[C@](C)(N)[C@H](O)[C@H](C)O2)Oc2ccc(cc2Cl)[C@@H]1O | 6%[29.1 µM] | 3%[29.1 µM] | -8%[40.3 µM]
COc1ccccc1CNc1cc(-c2ccoc2)ncn1 | -3% | -6% | u
COCCn1c(=O)c(-c2ccccc2)nc2cnc(N3CCOCC3)nc21 | 2% | 7% | -64%[inhibitor]
COCCn1c(=O)c(-c2cccc(C#N)c2)nc2cnc(Oc3ccccc3)nc21 | -9% | 0% | -72%[inhibitor]
O=C(Nc1ccccc1)N1CCCC2(CCN(C(=O)c3cnccn3)CC2)C1 | 2% | 7% | -7%
Nc1nc2ccc([N+](=O)[O-])cc2s1 | -15% | -11% | -10%
COc1ccccc1-c1nccc(NC2CCNCC2)n1 | 12% | 13% | u
O=c1c(-c2ccc(Cl)cc2)nc2cncnc2n1Cc1ccccc1Cl | 2% | -7% | 3%
c1cc2c3c(c1)ccc1cccc(c13)C2 | 2% | 4% | 17%
c1ccc(C(c2ccccc2)N2CC3(CCNCC3)C2)cc1 | -6% | -10% | -74%[inhibitor]
CS(=O)(=O)Nc1cccc(-c2ccc3ncnc(N4CCNCC4)c3c2)c1 | 5% | 0% | -38%[inhibitor]
CS(=O)(=O)N1CCC[C@@]2(CCN(Cc3nccs3)C2)C1 | 8% | 0% | -43%[inhibitor]
O=c1c(-c2ccc(F)cc2)nc2cnc(N3CCOCC3)nc2n1C[C@H]1CCCO1 | 1% | 5% | -17%
CCNc1ncc2nc(CCc3ccccc3)c(=O)n(C)c2n1 | 21% | u | -112%[inhibitor]
Cc1cc2nc3c(=O)[nH]c(=O)nc-3n(C[C@H](O)[C@H](O)[C@H](O)CO)c2cc1C | 8% | 16% | -42%[inhibitor]
ClC(Cl)Cl | 0% | -10% | -2%
CCCCC(CC)CNCC(CC)CCCC (stereo not drawn) | 2% | -1% | -9%
CC1=C2[C@H](/C=C(\C)C(=O)O)CC[C@@H](C)[C@H]2CC1 | -6% | 15% | 1%
CCNc1ncc2nc(-c3cn(C)c4ccccc34)c(=O)n(Cc3cccs3)c2n1 | -5% | -12% | u
COc1ncc2ncc(=O)n(C3CC3)c2n1 | -4% | 8% | -23%
COc1cccc(-c2nccc(NCc3ccc(OC)cc3OC)n2)c1 | -3% | -29% | -75%[inhibitor]
NC(=O)c1ccc([N+](=O)[O-])cc1 | 4% | 15% | -61%[inhibitor]
NC(=O)c1ccccc1[N+](=O)[O-] | 2% | -1% | -49%[inhibitor]
COc1ccc(NC(=O)N2CC3(CCN(S(=O)(=O)c4ccccc4)CC3)C2)cc1 | -9% | 0% | -51%[inhibitor]
CC(C)N=C=NC(C)C | 2% | 1% | -13%
Oc1ccc(OCc2ccccc2)cc1 | 1%[29.1 µM] | -5%[29.1 µM] | -31%[inhibitor][40.3 µM]
CCNc1ncc2nc(-c3cn(C)c4ccccc34)c(=O)n(-c3ccc(OC)cc3)c2n1 | 1% | 0% | 8%
CC1=C(/C=C/C(C)=C/C=C/C(C)=C\C=O)C(C)(C)CCC1 | 11% | 3% | -12%

16 neighbouring entries from above, for reference:
SMILES | GAA spleen mod | aGal spleen mod | HTT cytoprotect
c1ccc(C(c2ccccc2)N2CC3(CCNCC3)C2)cc1 | -6% | -10% | -74%[inhibitor]
CS(=O)(=O)Nc1cccc(-c2ccc3ncnc(N4CCNCC4)c3c2)c1 | 5% | 0% | -38%[inhibitor]
CS(=O)(=O)N1CCC[C@@]2(CCN(Cc3nccs3)C2)C1 | 8% | 0% | -43%[inhibitor]
O=c1c(-c2ccc(F)cc2)nc2cnc(N3CCOCC3)nc2n1C[C@H]1CCCO1 | 1% | 5% | -17%
CCNc1ncc2nc(CCc3ccccc3)c(=O)n(C)c2n1 | 21% | u | -112%[inhibitor]
Cc1cc2nc3c(=O)[nH]c(=O)nc-3n(C[C@H](O)[C@H](O)[C@H](O)CO)c2cc1C | 8% | 16% | -42%[inhibitor]
ClC(Cl)Cl | 0% | -10% | -2%
CCCCC(CC)CNCC(CC)CCCC (stereo not drawn) | 2% | -1% | -9%
CC1=C2[C@H](/C=C(\C)C(=O)O)CC[C@@H](C)[C@H]2CC1 | -6% | 15% | 1%
CCNc1ncc2nc(-c3cn(C)c4ccccc34)c(=O)n(Cc3cccs3)c2n1 | -5% | -12% | u
COc1ncc2ncc(=O)n(C3CC3)c2n1 | -4% | 8% | -23%
COc1cccc(-c2nccc(NCc3ccc(OC)cc3OC)n2)c1 | -3% | -29% | -75%[inhibitor]
NC(=O)c1ccc([N+](=O)[O-])cc1 | 4% | 15% | -61%[inhibitor]
NC(=O)c1ccccc1[N+](=O)[O-] | 2% | -1% | -49%[inhibitor]
COc1ccc(NC(=O)N2CC3(CCN(S(=O)(=O)c4ccccc4)CC3)C2)cc1 | -9% | 0% | -51%[inhibitor]
CC(C)N=C=NC(C)C | 2% | 1% | -13%

Next structures:
SMILES | GAA spleen mod | aGal spleen mod | HTT cytoprotect
COc1ccc(C(=O)N2CCC3(CCCN(c4ccccn4)C3)CC2)cc1 | 2% | 4% | 17%
COc1ccc2[nH]cc(CCNc3cc(-c4ccccc4OC)ncn3)c2c1 | 4% | 9% | u
O=C(c1ccncc1)N1CCC2(CC1)CCN(c1ccncc1)CC2 | -8% | -1% | u
COCCNc1nc(-c2ccc(C(=O)N(C)C)cc2)nc2ccccc12 | 11% | 4% | -167%[inhibitor]
O=C(O)CNC(=O)c1ccc(CO)o1 | -1% | 9% | -50%[inhibitor]
CN(Cc1ccco1)c1nc(-c2ccc3c(c2)OCO3)nc2ccccc12 | 5% | -13% | -27%
COc1cccc(Cn2c(=O)c(-c3ccc(Cl)cc3)nc3cnc(N(C)C)nc32)c1 | 4% | -2% | -5%
CCNc1ncc2nc(-c3ccc(OC)cc3)c(=O)n(Cc3ccc(F)cc3)c2n1 | 7% | u | 23%
Cc1noc(C)c1C(=O)N1CCC[C@@]2(CCN(c3ccccn3)C2)C1 | -4% | 1% | 23%
COCCNc1ccnc(-c2ccccc2C(F)(F)F)n1 | -1% | u | -21%
CC(C)NC(=O)N1CCCC2(CCN(C(=O)c3ccco3)CC2)C1 | 10% | 2% | -15%
CC(=O)N1CCC2(CC1)CN(C(=O)Nc1cccc(C#N)c1)C2 | 1% | 2% | 1%
N#CCCn1c(=O)cnc2cnc(Oc3ccccc3)nc21 | -4% | -5% | -2%
Cc1noc(C)c1C(=O)N1CCC2(CC1)CN(c1cccc(-c3ccccc3)c1)C2 | 10% | 6% | -45%[inhibitor]
N#CCCn1c(=O)c(-c2cc(F)cc(F)c2)nc2cnc(Oc3cccc(Cl)c3)nc21 | -8% | 13% | 19%
CC(C)CN1CCC2(CC1)CCN(C(=O)c1ccco1)CC2 | -8% | -3% | -25%
Nc1ccn([C@@H]2CC[C@H](CO)O2)c(=O)n1 | 4%[29.1 µM] | -2%[29.1 µM] | 6%[40.3 µM]
COc1ccccc1CNc1ncncc1-c1ccccc1OC | 3% | 5% | 5%
COc1cccc(Cn2c(=O)c(-c3cn(C)c4ccccc34)nc3cnc(OC)nc32)c1 | -7% | 1% | 17%
Nc1nc(=S)c2ncn([C@H]3O[C@@H](CO)[C@@H](O)[C@@H]3O)c2[nH]1 | 3%[29.1 µM] | 12%[29.1 µM] | -112%[inhibitor][17.1 µM]
Fc1ccc(Nc2ccnc(-c3ccccc3C(F)(F)F)n2)cc1 | 12% | 6% | -11%
COc1ccc(C(=O)N2CCC3(CCCN(c4ccncc4)C3)CC2)cc1 | -5% | 4% | 29%
CC(=O)NCCNc1ncnc2ccc(-c3ccccc3Cl)cc12 | 1% | -3% | -21%
COC(=O)N1CCC2(CC1)CCN(c1ccncc1)CC2 | 3% | 4% | 17%
CCC[C@@H]1O[C@@H]2C[C@@H]3[C@H]4CCC5=CC(=O)C=C[C@@]5(C)[C@H]4[C@H](O)C[C@@]3(C)[C@@]2(C(=O)CO)O1 | 1%[29.1 µM] | 3%[29.1 µM] | -14%[40.3 µM]
CC/C=C/C/C=C/C/C=C/CCCCCCCC(=O)OCC | 10% | 5% | -3%
CCOc1cccc(N)c1 | 6% | 0% | -72%[inhibitor]
c1ccc2c(c1)ccc1ccccc12 | -3% | -1% | -1%
CS(=O)(=O)N1CCC2(CCN(C(=O)Nc3cccc(C#N)c3)CC2)CC1 | -16% | 8% | -7%
O=C(c1ccco1)N1CCC2(CCCN(Cc3ccccc3)C2)CC1 | 7% | -8% | 14%
Cc1noc(C)c1-c1ccc2ncnc(NCc3cccnc3)c2c1 | 6% | 0% | -60%[inhibitor]
COc1ccc(NC(=O)N2CCCC3(CCN(C(=O)c4cnccn4)CC3)C2)cc1 | -3% | 13% | -1%
COCCn1c(=O)c(-c2ccc(F)cc2)nc2cnc(N3CCOCC3)nc21 | 0% | 1% | u
O=c1cnc2cncnc2n1Cc1ccc(F)cc1 | -9% | 1% | -87%[inhibitor]
CC(C)NC(=O)N1CCC2(CC1)CCN(S(=O)(=O)c1ccccc1)CC2 | -8% | 0% | 12%

Screens deposited in PubChem BioAssay by National Center for Advancing Translational Sciences (NCATS).
